TRHR ag: qHTS for Small Molecule Agonists and Allosteric Enhancers of Human TRH Receptor: Primary Screen for Agonists; activation, % at 2 µM; hit rate 0.18% among 360,000; TRHR cells, calcium flux fluo-8, FDSS agonist mode; Thyrotropin-releasing hormone receptor (Homo sapiens), P34981; AID 493084, 2011; also: 0% is about no effect
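Read-out: compound-evoked intracellular calcium rise in TRHR cells, fluo-8 dye, kinetic FDSS fluorescence at 1 s/cycle following a 10-cycle baseline. Cells cultured overnight before dye loading (30 min–1.5 h, RT).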
D1 antagonist: Antagonist of Human D 1 Dopamine Receptor: qHTS; activity change, negative = inhibition, % at 10 µM; HEK293 TREx D1 cells, calcium flux, dopamine EC80; hits give low values; D(1A) dopamine receptor (Homo sapiens), P21728; AID 504652, 2011; hit rate 3.2% among 360,000; in the data active = activity change below about -30%; also: % is scaled to controls: 0 for no effect and ±100 for the full control effect
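Calcium flux readout: force-coupled, inducible Hek293 Trex D1 line, cells induced overnight at 30 C with tetracycline, dye-loaded 30–90 min at RT. Antagonism scored against EC80 dopamine challenge given 180 s after compound.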
D2 PAM: HTS Assay for Positive Allosteric Modulators of the Human D2 Dopamine Receptor: Primary Screen for Potentiators; D(2) dopamine receptor (Homo sapiens), P14416; HEK293 T-REx D2, calcium flux, EC20 dopamine potentiation; potentiation, % at 10 µM; hit rate 0.34% among 340,000; AID 485347, 2010;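 active = potentiation over 3 SD above the plate norm, cut at about 30% in these data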; also: 0% is about no effect
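Tetracycline-induced HEK293 T-REx cells force-coupled to calcium signalling expressed D2; compounds were pin-added after a 10 s baseline, read kinetically 180 s, then an EC20 dopamine challenge followed with a further 180 s calcium read.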
D1 potentiator: Potentiators of Human D1 Dopamine Receptor: qHTS; HEK293 TREx D1 cells, calcium flux, dopamine EC20 potentiation; potentiation, % at 10 µM; hit rate 0.036% among 360,000; in the data active = potentiation above about 30%; also: 0% is about no effect
RXFP1 antagonist: qHTS Assay for Antagonists of the Relaxin Receptor RXFP1 | Relaxin receptor 1 (Homo sapiens), Q9HBX9 | HEK293-RXFP1, relaxin-stimulated cAMP HTRF, 30 min; hits give low values | activity change, negative = inhibition, % at 57.5 µM | hit rate 0.59% among 350,000 | AID 1259400, 2018;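 active = activity change of -60% or lower, but not beyond a set lower limit; inconclusive = change between -60% and -40%, or beyond the set limit; inactive = change above -40%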; also: % is scaled to controls: 0 for no effect and ±100 for the full control effect
Target sequence (Q9HBX9 whole entry, looked up): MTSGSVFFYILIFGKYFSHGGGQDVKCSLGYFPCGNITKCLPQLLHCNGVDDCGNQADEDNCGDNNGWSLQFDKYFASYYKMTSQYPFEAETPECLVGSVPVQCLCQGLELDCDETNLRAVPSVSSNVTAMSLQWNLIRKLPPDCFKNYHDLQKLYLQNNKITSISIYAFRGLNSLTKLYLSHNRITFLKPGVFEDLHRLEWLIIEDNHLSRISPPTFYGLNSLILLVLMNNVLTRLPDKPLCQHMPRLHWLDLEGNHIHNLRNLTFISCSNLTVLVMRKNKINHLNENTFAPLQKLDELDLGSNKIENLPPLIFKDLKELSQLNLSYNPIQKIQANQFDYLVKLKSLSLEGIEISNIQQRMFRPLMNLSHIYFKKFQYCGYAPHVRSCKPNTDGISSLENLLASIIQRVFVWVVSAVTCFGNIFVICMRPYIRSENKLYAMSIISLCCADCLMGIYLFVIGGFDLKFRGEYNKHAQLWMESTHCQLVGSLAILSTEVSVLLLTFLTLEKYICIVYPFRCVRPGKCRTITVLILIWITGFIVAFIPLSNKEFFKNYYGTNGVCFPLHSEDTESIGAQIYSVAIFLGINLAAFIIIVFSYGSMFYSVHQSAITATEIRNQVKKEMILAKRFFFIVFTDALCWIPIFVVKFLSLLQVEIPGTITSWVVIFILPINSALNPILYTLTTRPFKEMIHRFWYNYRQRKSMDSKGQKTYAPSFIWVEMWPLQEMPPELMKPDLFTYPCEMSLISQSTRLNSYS
D2 antag: HTS Assay for Allosteric Antagonists of the Human D2 Dopamine Receptor: Primary Screen for Antagonists; HEK293 TREx D2 cells, calcium flux, dopamine EC80; hit rate 2% among 340,000; AID 485344, 2010; D(2) dopamine receptor (Homo sapiens), P14416; inhibition, % at 10 µM; in the data active = inhibition above about 30%; also: 0% is about no effect
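Dopamine at EC80 is the agonist stimulus; test compounds precede it by 180 s. Calcium flux read kinetically in a force-coupled, inducible HEK293 T-REx D2 cell line.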
D2 ag: HTS Assay for Allosteric Agonists of the Human D2 Dopamine Receptor: Primary Screen for Agonists. AID 485358, 2010. activation, % at 2 µM. hit rate 0.53% among 340,000. D(2) dopamine receptor (Homo sapiens), P14416. HEK293 T-REx D2 cells, calcium flux agonist mode;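 active = activation over 3 SD above normal in the single-dose calcium agonist read, cut at about 30% in these data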; also: 0% is about no effect
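Agonism scored from kinetic calcium signal (1 read/sec, 180 s) following compound pin transfer, after a 10 s baseline. Cells: HEK293 Trex line expressing inducible D2 receptor coupled to calcium, dye-loaded after overnight culture at 30 C.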
D1 agonist: Allosteric Agonists of the Human D1 Dopamine Receptor: qHTS. D(1A) dopamine receptor (Homo sapiens), P21728. HEK293 T-REx D1 cells, calcium flux, agonist mode. activation, % at 2 µM. hit rate 1% among 360,000. AID 504660, 2011; also: 0% is about no effect
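Inducible HEK293 T-REx D1 cells, force-coupled to calcium signalling, were plated at 4000 cells/well with tetracycline and held overnight at 30 C. After no-wash calcium dye loading, compound-evoked calcium rise over 180 s flagged agonists.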
TRHR PAM: qHTS for Small Molecule Agonists and Allosteric Enhancers of Human TRH Receptor: Primary Screen for Enhancers; TRHR cells, fluo-8 calcium fluorescence, EC20 TRH enhancement; enhancement, % at 2 µM; Thyrotropin-releasing hormone receptor (Homo sapiens), P34981; hit rate 0.66% among 360,000; AID 493056, 2011; in the data active = enhancement above about 30%; also: 0% is about no effect
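Enhancer read-out: after compound pinning and an initial kinetic agonist-mode read, an EC20 of TRH (10 nM final) was injected and fluo-8 calcium signal (Ex 480/Em 530) followed at 1 s/cycle for 100 cycles in TRHR-expressing cells.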
* = called active by the depositor; ? = inconclusive; · = not tested or not shown; & = joins results of further samples. Rule as the data show it, unless noted: active = activation above about 30%; inactive = the rest. Random draw from the library. Share with any hit: about 7.1%.

SMILES	TRHR ag	D1 antagonist	D2 PAM	D1 potentiator	RXFP1 antagonist	D2 antag	D2 ag	D1 agonist	TRHR PAM
Cc1nn2c(-c3ccco3)ccnc2c1-c1ccc(F)cc1	0.1	-6	5	-6	·	·	0.8	0	0
O=C(Nc1c(S(=O)(=O)c2ccccc2)csc1Br)c1ccccc1Cl	-0.2	-20	9	-5	5	-2	0.7	-1	0
O=C(CNC(=O)Cc1ccccc1)NCC(=O)OCC(=O)c1cccc2ccccc12	-0.6	8	7	-1	-2	-6	-0.1	-2	2
COc1nn(CC(=O)N2N=C(C)CC2(O)C(F)(F)F)cc1[N+](=O)[O-] (stereo not drawn)	0.1	4	5	-7	7	-1	1.4	-1	-3
COc1ccccc1N1CCN(C(CNS(=O)(=O)c2cccs2)c2cccnc2)CC1 (stereo not drawn)	0.6	-2	-9	-6	0	7	5.7	2	-7
CCOc1ccccc1NC(=O)CCNS(=O)(=O)c1ccccc1	-0.4	-24	-2	-5	0	-8	1.2	5	0
CCS(=O)(=O)n1nc(-c2ccco2)nc1N	0.7	21	12	4	-8	-9	1.1	5	-2
COc1cc(C)c(CN2CCN(CC(=O)Nc3ccccc3C(=O)NC3CC3)CC2)cc1OC	-0.1	-30*	3	-6	-4	6	0.1	0	-10
CCN1CCN(c2cc(C)c3cc(NC(=O)c4ccc(C)c(C)c4)ccc3n2)CC1	-0.7	-17	·	-9	7	·	·	2	0
CCc1ccc(C(=O)c2cn(Cc3ccccc3)c3cc(OC)c(OC)cc3c2=O)cc1	-0.5	0	13	0	-13	·	-1.9	4	-2
Cn1c(NC(=O)/C=C/c2ccccc2)cc(=O)n(C)c1=O	-0.4	-5	0	-13	-22	-4	-1.4	4	-2
NCC(c1ccco1)c1c[nH]c2ccccc12 (stereo not drawn)	-0.2	-2	-4	-5	-3	-21	-0.8	9	-4
O=C(CCc1ccccc1)NCC1OCCc2ccccc21 (stereo not drawn)	-0.5	-6	-12	-6	9	-2	0.1	2	-8
COc1ccc(CCNC(=O)CCSCc2ccccc2F)cc1OC	-1.0	-8	-5	-7	4	2	-0.4	2	5
Cc1cn2c(=O)c(S(=O)(=O)NCc3ccc(F)cc3)c(C)nc2s1	-0.1	-8	-5	-5	3	·	-0.8	0	-8
Cc1cc(=O)oc2cc(OC(C)C(=O)NCCc3ccc(S(N)(=O)=O)cc3)ccc12 (stereo not drawn)	0.2	-30	-6	-13	9	3	0.0	4	-1
CCC1(C)Cc2c(sc3nc(SCC(=O)O)[nH]c(=O)c23)CO1 (stereo not drawn)	-1.3	10	1	-4	-20	6	0.6	2	-5
COCCN(C)Cc1cn(-c2ccc(F)cc2F)nc1-c1ccccc1C	-0.7	23	2	-1	-3	-1	-0.5	3	5
CCCc1[nH]nc2c1C(c1ccc(OCCN3CCOCC3)c(OCC)c1)C(C#N)=C(N)O2 (stereo not drawn)	0.1	5	-13	0	-7	-11	0.1	0	0
CCOc1ccc(NC(=O)c2cnc(N3CCCCC3)c3ccccc23)cc1	-0.4	14	8	-4	?	·	0.3	0	-3
COC(=O)CSC(=S)N1C(C)CCCC1C (stereo not drawn)	0.2	-2	14	4	-1	-5	0.0	0	-7
Cc1ccc(CS(=O)(=O)CCC(=O)NCCc2ccccc2)cc1	-0.7	-14	5	1	2	15	0.0	0	-3
COC(=O)c1ccc(Nc2nc(-c3ccc(C)cc3)nc3ccccc23)cc1	0.4	1	9	-2	·	·	0.9	7	-1
Clc1cccc(N2CCN(c3nnnn3-c3ccccc3)CC2)c1	-0.6	-6	0	-6	0	-11	-0.9	4	6
Cc1cccc(-n2c(C)nc3cc(C(=O)NCC4CCCO4)ccc32)c1 (stereo not drawn)	0.0	-6	-8	-8	-1	4	1.3	3	3

Record cards, as listed above.
COc1nn(CC(=O)N2N=C(C)CC2(O)C(F)(F)F)cc1[N+](=O)[O-] (stereo not drawn) is listed with TRHR ag: 0.1; D1 antagonist: 4; D2 PAM: 5; D1 potentiator: -7; RXFP1 antagonist: 7; D2 antag: -1; D2 ag: 1.4; D1 agonist: -1; TRHR PAM: -3
CCOc1ccc(NC(=O)c2cnc(N3CCCCC3)c3ccccc23)cc1 is listed with TRHR ag: -0.4; D1 antagonist: 14; D2 PAM: 8; D1 potentiator: -4; RXFP1 antagonist: ?; D2 antag: ·; D2 ag: 0.3; D1 agonist: 0; TRHR PAM: -3

6 consecutive entries from above, for reference:
SMILES	TRHR ag	D1 antagonist	D2 PAM	D1 potentiator	RXFP1 antagonist	D2 antag	D2 ag	D1 agonist	TRHR PAM
Cc1nn2c(-c3ccco3)ccnc2c1-c1ccc(F)cc1	0.1	-6	5	-6	·	·	0.8	0	0
O=C(Nc1c(S(=O)(=O)c2ccccc2)csc1Br)c1ccccc1Cl	-0.2	-20	9	-5	5	-2	0.7	-1	0
O=C(CNC(=O)Cc1ccccc1)NCC(=O)OCC(=O)c1cccc2ccccc12	-0.6	8	7	-1	-2	-6	-0.1	-2	2
COc1nn(CC(=O)N2N=C(C)CC2(O)C(F)(F)F)cc1[N+](=O)[O-] (stereo not drawn)	0.1	4	5	-7	7	-1	1.4	-1	-3
COc1ccccc1N1CCN(C(CNS(=O)(=O)c2cccs2)c2cccnc2)CC1 (stereo not drawn)	0.6	-2	-9	-6	0	7	5.7	2	-7
CCOc1ccccc1NC(=O)CCNS(=O)(=O)c1ccccc1	-0.4	-24	-2	-5	0	-8	1.2	5	0

(listing goes on)
SMILES	TRHR ag	D1 antagonist	D2 PAM	D1 potentiator	RXFP1 antagonist	D2 antag	D2 ag	D1 agonist	TRHR PAM
CS(=O)(=O)Nc1ccc(C(=O)Nc2ccccc2-c2ccccc2)cc1	-0.4	-1	5	-2	-12	-3	-1.0	4	-1
COC(=O)CSc1nc(C2CC2)nc2ccccc12	-0.1	-8	6	-2	10	-15	-0.2	1	0
Cc1noc(-c2ccc(-c3noc(-c4cccc(F)c4)n3)cc2)n1	0.7	4	14	0	2	·	·	0	3
CCN(CC)C(=O)CSCC(=O)Nc1ccccc1	0.2	6	-6	-3	-10	4	0.5	4	-2
CCOc1ccc(CCNC(=O)Nc2ccccc2C)cc1OCC	-0.3	1	6	-8	8	-1	-2.4	6	7
C=CCSc1nnc(-c2cc(Br)ccc2N)c(=O)[nH]1	-0.5	6	2	2	·	-17	-0.4	1	-4
COC(=O)c1ccc2c(=O)sc(N3CCC(C(N)=O)CC3)nc2c1	9.2	-22	-7	-2	8	-9	1.7	15	1
Cc1ccc(C)c(N2CCN(C(=O)CCNS(=O)(=O)c3ccc4c(c3)oc(=O)n4C)CC2)c1	0.0	-35*	8	-12	4	-3	0.2	11	2
COc1cccc(-n2cc(C(=O)Oc3cccc(C(F)(F)F)c3)c3ccccc3c2=O)c1	0.7	25	18	-2	-5	·	2.2	1	4
CCOC(=O)N1CCN(CC(O)COc2ccccc2C(C)(C)C)CC1 (stereo not drawn)	0.3	-8	0	1	12	-8	-0.4	7	4
COc1cccc(CNC(=O)CCS(=O)(=O)c2cc3c(cc2C)NC(=O)CO3)c1	-0.4&0.5	-7&-8	2&-11	-12&-4	1	-2	0.2&-0.8	4&10	-4&-2
O=C(C1CC(=O)N(c2ccc(F)cc2)C1)N1CCN(c2ccccc2)CC1 (stereo not drawn)	-0.7	-14	-17	-3	-4	·	·	2	2
C[C@H](NC(=O)[C@@H]1CSC2c3ccccc3C(=O)N21)C(=O)NC1CCCC1 (stereo partly drawn)	0.5	-3	-10	2	-6	-2	-0.6	4	3
Nc1ccc(C(=O)OCC(=O)NC(=O)c2ccccc2)cc1[N+](=O)[O-]	4.0	-2	-4	3	-12	-4	3.5	8	55*
Cc1nc2nc(COc3ccccc3)[nH]n2c(=O)c1C	0.1	4	5	-4	-4	10	-0.5	1	-2
COc1ccc(S(=O)(=O)Nc2cccc3cccnc23)c(N)c1	-0.5	8	·	-4	·	·	·	4	2
Cc1cc(Cl)c2oc(C(=O)N(C)C3CCOC3)c(C)c2c1 (stereo not drawn)	-0.5	-2	88*	2	27	-7	-0.5	2	3
COc1ccc(CCNC(=O)CN(c2ccc(OC)c(OC)c2)S(=O)(=O)c2ccccc2)cc1OC	-0.8	-14	·	-17	-2	·	·	2	-4
N/C(=N\OC(=O)Cc1ccccc1)c1cccnc1	-1.1	-17	7	12	-12	4	-0.4	2	19
O=C(CN1C(=O)COc2ccc(S(=O)(=O)N3CCOCC3)cc21)NCc1ccc(F)cc1	0.0	15	-3	-4	-4	·	-1.3	1	-3
CCOC(=O)c1c(C)[nH]c(C(=O)Cn2nnc(-c3ccccc3Cl)n2)c1C	-1.1	-1	1	-2	-8	21	0.2	18	9
CCCSc1nc(-n2ncc(C#N)c2N)c2c3c(sc2n1)CCC(C)C3 (stereo not drawn)	-0.5	2	1	-3	-5	0	-1.3	2	-7
CCS(=O)(=O)N1CC(=O)N(c2cccc(Cl)c2)C(C)(C(=O)NC2CCCCCC2)C1 (stereo not drawn)	-0.6	6	10	0	-6	·	-0.7	0	1

Some entries already given, showing only D1 potentiator, D1 agonist and TRHR ag.
| mol | D1 potentiator | D1 agonist | TRHR ag |
| --- | --- | --- | --- |
| Cc1nc2nc(COc3ccccc3)[nH]n2c(=O)c1C | -4 | 1 | 0.1 |
| CS(=O)(=O)Nc1ccc(C(=O)Nc2ccccc2-c2ccccc2)cc1 | -2 | 4 | -0.4 |
| Cc1noc(-c2ccc(-c3noc(-c4cccc(F)c4)n3)cc2)n1 | 0 | 0 | 0.7 |
| CCCSc1nc(-n2ncc(C#N)c2N)c2c3c(sc2n1)CCC(C)C3 (stereo not drawn) | -3 | 2 | -0.5 |
| O=C(C1CC(=O)N(c2ccc(F)cc2)C1)N1CCN(c2ccccc2)CC1 (stereo not drawn) | -3 | 2 | -0.7 |
| COC(=O)CSc1nc(C2CC2)nc2ccccc12 | -2 | 1 | -0.1 |

Source: PubChem BioAssay
